Source: PubChem BioAssay
TcdB inh: inhibitors of Clostridioides difficile toxin B glycohydrolase; P18177; TcdB glycohydrolase enzymatic assay, plate reader; inhibition, % at 9.99 µM; actives 0.24% (n = 350,000); AID 652162; in the data active = inhibition above about 10%
* = called active by the depositor; & = joins results of further samples. Not all compounds are listed. The share of hits here may be higher or lower than overall.

SMILES | TcdB inh
O=C(NC1CCCC1)N1CCCCN2[C@H](CO)[C@H](c3ccc(-c4ccccc4)cc3)[C@H]2C1 | 2.1
COc1ccc2c3c([nH]c2c1)[C@@H](CO)N(C(=O)C1CC1)CC31CN(Cc2cccc(F)c2)C1 | 2.0
C/C=C/c1ccc2c(c1)O[C@H](CN(C)C)[C@@H](C)CN([C@@H](C)CO)S2(=O)=O | -1.1
C[C@H]1CN([C@@H](C)CO)S(=O)(=O)c2ccc(-c3ccccc3)cc2O[C@@H]1CN(C)Cc1cccc(F)c1 | -1.8
CN1C(=O)c2cc(NC(=O)Nc3ccccc3F)ccc2OC[C@H]2O[C@@H](CC(=O)NCc3ccc(-c4ccccc4)cc3)CC[C@H]21 | -0.4
CO[C@H]1CN(C)C(=O)c2ccc(NS(=O)(=O)c3cccc(F)c3)cc2OC[C@@H](C)N(C(=O)Cc2cccnc2)C[C@H]1C | -1.3
Cc1ccc(S(=O)(=O)N(C)C[C@@H]2OCCCC[C@@H](C)Oc3ccc(NC(=O)Nc4c(C)noc4C)cc3C(=O)N([C@@H](C)CO)C[C@H]2C)cc1 | 0.6
N#C[C@H]1[C@H](c2ccccc2C2=CCCCC2)[C@@H](CO)N1C(=O)NC1CCCCC1 | 0.2
COc1ccc(S(=O)(=O)Nc2cccc3c2O[C@@H](CN(C)C(=O)NC2CCCCC2)[C@@H](C)CN([C@@H](C)CO)C3=O)cc1 | 0.4
O=C(O)C[C@H]1C[C@@H]2c3cc(NC(=O)C4CCOCC4)ccc3O[C@@H]2[C@H](CO)O1 | -1.1
COC(=O)C[C@@H]1CC[C@H]2[C@@H](COc3ccc(NC(=O)Nc4cccc(C)c4)cc3C(=O)N2C)O1 | 0.6
COc1ccc(S(=O)(=O)N[C@@H]2CC[C@H](CCn3cc(C(C)C)nn3)O[C@H]2CO)cc1 | 0.3
CCCNC(=O)N1[C@@H](C#N)[C@H](c2ccc(C3=CCCCC3)cc2)[C@@H]1CO | 0.2
COc1cccc(S(=O)(=O)N(C)C[C@@H]2Oc3cc(C4=CCCC4)ccc3S(=O)(=O)N([C@@H](C)CO)C[C@H]2C)c1 | -0.7
C[C@@H]1CN([C@H](C)CO)C(=O)c2cc(NS(=O)(=O)c3cccs3)ccc2O[C@@H]1CN(C)Cc1ccc(C(F)(F)F)cc1 | 3.1
COc1ccc(NC(=O)N(C)C[C@H]2OCCCC[C@H](C)Oc3ccc(NC(=O)NC4CCCCC4)cc3C(=O)N([C@H](C)CO)C[C@H]2C)cc1 | -1.3
O=C(NCC[C@@H]1CC[C@H](NS(=O)(=O)Cc2ccccc2)[C@@H](CO)O1)C1CCOCC1 | 0.0
Cc1ccccc1NC(=O)Nc1ccc2c(c1)C(=O)N(C)[C@@H]1CC[C@@H](CC(=O)NCC3CC3)O[C@@H]1CO2 | 0.3
C[C@@H]1CCCCO[C@@H](CN(C)C(=O)c2ccccc2)[C@@H](C)CN([C@H](C)CO)C(=O)c2cc(NC(=O)Nc3ccc(F)cc3)ccc2O1 | 1.0
COc1ccccc1-c1cn(CC[C@H]2CC[C@H](NC(=O)C3CCC3)[C@@H](CO)O2)nn1 | -0.5
C[C@@H]1CN([C@@H](C)CO)C(=O)c2cccc(N(C)C)c2O[C@@H]1CN(C)Cc1ccncc1 | -4.9
CCC(=O)N(C)C[C@H]1Oc2ncc(C#CC3(O)CCCC3)cc2C(=O)N([C@@H](C)CO)C[C@@H]1C | -0.4
C[C@H](CO)N1C[C@H](C)[C@H](CN(C)C(=O)Nc2ccccc2)Oc2ncc(C#Cc3cccc(F)c3)cc2C1=O | -3.6
CCC(=O)Nc1ccc2c(c1)OC[C@H](C)N(CC1CC1)C[C@H](C)[C@H](OC)CN(C)C2=O | 0.5
O=C(N[C@H]1CC[C@H](CCNS(=O)(=O)c2ccccc2)O[C@H]1CO)c1cnccn1 | -0.9
COc1ccccc1-c1ccc2c(c1)O[C@H](CN(C)S(=O)(=O)c1ccccc1)[C@@H](C)CN([C@H](C)CO)S2(=O)=O | -3.0
CN(C)C(=O)C[C@H]1CC[C@H](NC(=O)c2ccc(F)cc2)[C@@H](CO)O1 | 0.0
CO[C@H]1CN(C)C(=O)c2cc(NC(=O)c3nc4ccccc4s3)ccc2OC[C@@H](C)N(Cc2cncnc2)C[C@H]1C | 1.1
C[C@@H]1CN([C@H](C)CO)C(=O)Cc2cc(NC(=O)Cc3cn(C)c4ccccc34)ccc2O[C@@H]1CN(C)C(=O)Nc1ccc(C(F)(F)F)cc1 | -0.6
C[C@@H]1CCCCO[C@H](CN(C)S(C)(=O)=O)[C@H](C)CN([C@@H](C)CO)C(=O)c2cc(NC(=O)Nc3cccc4ccccc34)ccc2O1 | -1.5
C[C@@H]1CCCCO[C@H](CN(C)C(=O)NC2CCCCC2)[C@H](C)CN([C@@H](C)CO)C(=O)c2cc(NC(=O)Nc3ccc4c(c3)OCO4)ccc2O1 | 0.1
CCCNC(=O)Nc1ccc2c(c1)C(=O)N(C)C[C@@H](OC)[C@H](C)CN(C(=O)C1CCCCC1)[C@H](C)CO2 | -0.2
CCCNC(=O)Nc1ccc2c(c1)C(=O)N(C)C[C@H](OC)[C@@H](C)CN(C(C)=O)[C@H](C)CO2 | -0.1
COc1cccc(S(=O)(=O)N(C)C[C@H]2Oc3ncc(C#CCN(C)C)cc3C(=O)N([C@H](C)CO)C[C@@H]2C)c1 | -1.1
COCCNC(=O)C[C@@H]1CC[C@@H]2[C@H](COC[C@H](O)CN2S(=O)(=O)c2ccccc2C)O1 | 2.8
C[C@@H]1CCCCO[C@@H](CN(C)S(=O)(=O)c2cccs2)[C@H](C)CN([C@@H](C)CO)C(=O)c2cc(NC(=O)Nc3ccc(C(F)(F)F)cc3)ccc2O1 | 1.1
O=C(NCCN1CCCCC1)[C@@H]1[C@@H](CO)[C@@H]2Cn3c(cccc3=O)[C@H]1N2C(=O)C1CC1 | -0.1
C[C@H]1CN([C@@H](C)CO)C(=O)c2cc(C#Cc3cccnc3)cnc2O[C@@H]1CN(C)C(=O)CC1CC1 | -2.3
C[C@@H]1CN([C@@H](C)CO)C(=O)c2cc(C#CCc3ccccc3)cnc2O[C@@H]1CN(C)Cc1ccccn1 | -0.6
CC(C)NC(=O)N(C)C[C@@H]1Oc2ccc(NC(=O)Nc3cccc4ccccc34)cc2C(=O)N([C@H](C)CO)C[C@@H]1C | 1.0
C[C@H](CO)N1C[C@H](C)[C@H](CN(C)C(=O)Nc2ccc3c(c2)OCO3)Oc2ncc(C#Cc3ccccc3)cc2C1=O | 1.9
COc1ccccc1NC(=O)Nc1ccc2c(c1)C(=O)N(C)[C@H]1CC[C@H](CC(=O)Nc3ccc4c(c3)COC4)O[C@@H]1CO2 | -0.1
CCCNC(=O)N1C[C@H](O)COC[C@H]2O[C@H](CC(=O)N3CCOCC3)CC[C@@H]21 | -0.8
CO[C@H]1CN(C)C(=O)c2ccc(NC(=O)Nc3ccc(Cl)cc3)cc2OC[C@@H](C)N(C)C[C@H]1C | 0.9
CC(C)NC(=O)Nc1ccc2c(c1)C(=O)N([C@@H](C)CO)C[C@H](C)[C@@H](CN(C)S(=O)(=O)c1ccc(F)cc1)OCCCC[C@@H](C)O2 | 1.5
C[C@@H]1CN([C@@H](C)CO)S(=O)(=O)c2ccc(C3=CCCCC3)cc2O[C@@H]1CN(C)C(=O)Nc1ccc2c(c1)OCO2 | -3.3
C[C@@H]1CCCCO[C@H](CN(C)C(=O)Cc2ccccc2)[C@@H](C)CN([C@@H](C)CO)C(=O)c2cc(NS(C)(=O)=O)ccc2O1 | -2.3
O=C(O)C[C@@H]1C[C@@H]2c3cc(NC(=O)c4ccc5c(c4)OCO5)ccc3O[C@@H]2[C@H](CO)O1 | 0.6
C[C@@H]1CCCCO[C@H](CN(C)Cc2ccccc2)[C@H](C)CN([C@@H](C)CO)C(=O)c2cc(NC(=O)Nc3ccccc3)ccc2O1 | 0.5
O=C(C[C@@H]1CC[C@@H]2[C@H](COC[C@@H](O)CN2Cc2cccc(C(F)(F)F)c2)O1)NCc1ccncc1 | -0.7

(further entries)
SMILES | TcdB inh
COc1ccc(CN2C[C@H](O)COC[C@H]3O[C@@H](CC(=O)NCc4ccncn4)CC[C@@H]32)cc1 | -0.7
C[C@@H]1CN([C@@H](C)CO)C(=O)Cc2cc(NC(=O)Cc3ccccc3)ccc2O[C@@H]1CN(C)S(=O)(=O)c1cccs1 | 0.0
O=C(O)C[C@@H]1CC[C@H]2NC[C@H](O)COC[C@@H]2O1 | 0.5
C/C=C/c1ccc([C@@H]2[C@@H](CN(CCC)C(C)=O)N(C(C)=O)[C@H]2CO)cc1 | -2.3&0.1
CNC[C@@H]1Oc2ccc(NC(=O)C3CCCCC3)cc2CC(=O)N([C@@H](C)CO)C[C@@H]1C | -0.6
Cc1noc(C)c1S(=O)(=O)Nc1ccc2c(c1)C(=O)N([C@@H](C)CO)C[C@@H](C)[C@H](CN(C)S(=O)(=O)c1ccc(Cl)cc1)OCCCC[C@H](C)O2 | 0.7
O=C(N[C@H]1C=C[C@@H](CC(=O)N2CCN(c3ccccc3)CC2)O[C@@H]1CO)c1ccncc1 | -7.1
C[C@@H]1CN([C@H](C)CO)C(=O)c2cc(N(C)C)ccc2O[C@H]1CN(C)Cc1ccc(Cl)c(Cl)c1 | -1.7
COc1ccc(CN(C)C[C@H]2Oc3ccc(NS(=O)(=O)c4ccc(C)cc4)cc3C(=O)N([C@@H](C)CO)C[C@H]2C)cc1 | -3.3
C[C@@H]1CN([C@@H](C)CO)C(=O)c2cccc(NC(=O)c3cnccn3)c2O[C@@H]1CN(C)Cc1ccc(Oc2ccccc2)cc1 | -3.1

Taken from the listing (10 entries):
SMILES | TcdB inh
C[C@@H]1CCCCO[C@H](CN(C)Cc2ccccc2)[C@H](C)CN([C@@H](C)CO)C(=O)c2cc(NC(=O)Nc3ccccc3)ccc2O1 | 0.5
O=C(C[C@@H]1CC[C@@H]2[C@H](COC[C@@H](O)CN2Cc2cccc(C(F)(F)F)c2)O1)NCc1ccncc1 | -0.7
COc1ccc(CN2C[C@H](O)COC[C@H]3O[C@@H](CC(=O)NCc4ccncn4)CC[C@@H]32)cc1 | -0.7
C[C@@H]1CN([C@@H](C)CO)C(=O)Cc2cc(NC(=O)Cc3ccccc3)ccc2O[C@@H]1CN(C)S(=O)(=O)c1cccs1 | 0.0
O=C(O)C[C@@H]1CC[C@H]2NC[C@H](O)COC[C@@H]2O1 | 0.5
C/C=C/c1ccc([C@@H]2[C@@H](CN(CCC)C(C)=O)N(C(C)=O)[C@H]2CO)cc1 | -2.3&0.1
CNC[C@@H]1Oc2ccc(NC(=O)C3CCCCC3)cc2CC(=O)N([C@@H](C)CO)C[C@@H]1C | -0.6
Cc1noc(C)c1S(=O)(=O)Nc1ccc2c(c1)C(=O)N([C@@H](C)CO)C[C@@H](C)[C@H](CN(C)S(=O)(=O)c1ccc(Cl)cc1)OCCCC[C@H](C)O2 | 0.7
O=C(N[C@H]1C=C[C@@H](CC(=O)N2CCN(c3ccccc3)CC2)O[C@@H]1CO)c1ccncc1 | -7.1
C[C@@H]1CN([C@H](C)CO)C(=O)c2cc(N(C)C)ccc2O[C@H]1CN(C)Cc1ccc(Cl)c(Cl)c1 | -1.7

Later entries.
SMILES | TcdB inh
O=C(N[C@@H]1CC[C@H](CCn2cc(-c3ccccc3)nn2)O[C@H]1CO)c1ccccc1F | 0.5
O=C(NC1CCC1)[C@H]1[C@H](CO)[C@H]2Cn3c(ccc(-c4ccccc4)c3=O)[C@@H]1N2 | -2.7
COCC#Cc1cnc2c(c1)C(=O)N([C@@H](C)CO)C[C@@H](C)[C@H](CN(C)C(=O)Nc1cc(F)ccc1F)O2 | -0.9
C[C@@H]1CN([C@H](C)CO)C(=O)c2cccc(NC(=O)Nc3ccc4c(c3)OCO4)c2O[C@@H]1CN(C)C(=O)NC1CCCCC1 | 1.4
C[C@H](O)C#Cc1cnc2c(c1)C(=O)N([C@H](C)CO)C[C@@H](C)[C@@H](CN(C)C(=O)Cc1ccccn1)O2 | -0.4
CNC[C@@H]1Oc2cc(C#CCN(C)C)ccc2S(=O)(=O)N([C@H](C)CO)C[C@H]1C | -0.4
Cc1noc(C)c1S(=O)(=O)Nc1ccc2c(c1)C(=O)N([C@@H](C)CO)C[C@@H](C)[C@H](CN(C)Cc1ccc(Cl)c(Cl)c1)OCCCC[C@@H](C)O2 | 1.7
COc1ccc(NC(=O)N(C)C[C@@H]2Oc3c(NS(C)(=O)=O)cccc3C(=O)N([C@@H](C)CO)C[C@H]2C)cc1 | -1.7
O=C(N[C@H]1CC[C@@H](CCNS(=O)(=O)c2ccc(F)cc2)O[C@@H]1CO)c1cccc(F)c1 | 0.6
COc1ccc(CN(C)C[C@@H]2OCCCC[C@H](C)Oc3ccc(NC(=O)c4ccccc4)cc3C(=O)N([C@H](C)CO)C[C@H]2C)cc1 | -0.8
COCC#Cc1ccc([C@H]2[C@@H](CO)N3C(=O)CN(C(=O)C4CC4)C[C@@H]23)cc1 | -0.6
C[C@H](CO)N1C[C@H](C)[C@H](CN(C)Cc2ccc(C(=O)O)cc2)Oc2ccc(NC(=O)Cc3cn(C)c4ccccc34)cc2C1=O | 0.7
CNC[C@H]1Oc2cc(C#Cc3ccncc3)ccc2S(=O)(=O)N([C@@H](C)CO)C[C@@H]1C | -1.0
C[C@@H]1CCCCO[C@@H](CN(C)S(=O)(=O)c2ccccc2)[C@@H](C)CN([C@@H](C)CO)C(=O)c2cc(NC(=O)NC3CCCCC3)ccc2O1 | 0.2
C[C@H](CO)N1C[C@H](C)[C@@H](CN(C)C(=O)Nc2ccc(F)cc2)OCc2ccccc2-c2ccccc2C1=O | -11
C[C@@H]1CCCCO[C@H](CN(C)CC2CCCCC2)[C@H](C)CN([C@H](C)CO)C(=O)c2cc(NC(=O)C3CCCCC3)ccc2O1 | -6.1
COCC(=O)N1CC2(CCN(C(=O)c3ccccn3)CC2)c2c(n(C)c3cc(OC)ccc23)[C@H]1CO | 0.6
C[C@H](CO)N1C[C@H](C)[C@@H](CN(C)Cc2ccc(C(=O)O)cc2)Oc2c(NC(=O)Nc3ccc(F)cc3)cccc2C1=O | 0.6
CN1C(=O)c2cc(NC(=O)C3CCC3)ccc2OC[C@H]2O[C@H](CC(=O)NCCc3ccncc3)CC[C@H]21 | 0.1
C[C@@H]1CN([C@@H](C)CO)C(=O)c2cc(-c3ccc(F)cc3)cnc2O[C@H]1CN(C)Cc1cncnc1 | -7.0
